Screening results deposited in PubChem BioAssay by Small Molecule Screening Facility, UW Madison.
SSB-PriA inh: inhibitors of Klebsiella pneumoniae PriA binding to SSB C-terminal tail, primary screen, biochemical, AlphaScreen; PriA–SSB C-terminal tail interaction (Klebsiella pneumoniae); AlphaScreen SSBct-PriA binding, biotinylated peptide; inhibition, % at 33 µM; 0.6% of 430,000 active; AID 1272365, 2023; in the data active = inhibition mostly above about 37%, no sharp cut-off; inactive = mostly below about 20%;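 also: plate controls were negative control peptide for no effect and reference peptide for full effect; strong numbers were not always called active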
* marks the source's active call; other numbers are inactive results; & = joins results of further samples. Not all compounds are listed; rates above refer to the full screens.

SMILES	SSB-PriA inh
ONC=NC(=S)Nc1ncc(C(F)(F)F)cc1Cl	7
CCOc1ccccc1C(=O)Nc1ccc2c(c1)CCCN2C(=O)c1cccs1	-6
COc1ccc(-c2nc(NC(=O)COc3ccc(Cl)cc3Cl)sc2C)cc1	-2
O=C(O)c1ccc(I)o1	7
O=C(Nc1ccc(F)c(Cl)c1)C1CCN(c2ccc(-c3ccco3)nn2)CC1	7
Fc1ccc(N2CCn3c(SCc4cccnc4)nnc32)cc1	6
CN1CCN(n2c3c(c(SCc4ccc(Br)cc4)nc2=O)CCC3)CC1	11
CCCSc1nnc(NC(=O)CSc2nnnn2-c2ccccc2OC)s1	3
N#CC(=NNc1ccc(S(=O)(=O)N2CCc3ccccc32)cc1)C(N)=S	33
O=C(NCc1ccc(C(=O)c2cccs2)s1)c1cc(-c2ccco2)on1	-5
COC1CCN(c2ccc(C(=O)Nc3cccnc3)cc2)C1 (stereo not drawn)	2
O=C(NCc1cccs1)C1CN(C(=O)COc2ccccc2F)C1	-9

Shown with each value named: 4 of the compounds above.
O=C(O)c1ccc(I)o1
  SSB-PriA inh: 7

O=C(Nc1ccc(F)c(Cl)c1)C1CCN(c2ccc(-c3ccco3)nn2)CC1
  SSB-PriA inh: 7

Fc1ccc(N2CCn3c(SCc4cccnc4)nnc32)cc1
  SSB-PriA inh: 6

CN1CCN(n2c3c(c(SCc4ccc(Br)cc4)nc2=O)CCC3)CC1
  SSB-PriA inh: 11

(next part)
SMILES	SSB-PriA inh
Cc1ccc(C)c(NN=C2CCCNC2=O)c1	7
O=C(c1cccc(C(F)(F)F)c1)N1C[C@H]2C[C@H](C1)c1cccc(=O)n1C2	-4
CC(CC(=O)NC1CCCCC1)=NNC(=O)c1ccccn1	-13
CCn1nc(C)c2c1c(=O)n(Cc1ccc(F)cc1)c(=O)n2CC(=O)Nc1ccsc1C(=O)OC	-24
CN(C)/C=C(\C#N)C(=O)NN=Cc1ccc(Cl)cc1	-12
Cc1nn(-c2ccc(N3CCN(C(=O)Nc4ccc(F)cc4)CC3)nn2)c(C)c1C	1
CCOc1cccc2cc(C(=O)NCCCn3nc(-c4ccccc4)ccc3=O)c(=O)oc12	-9
Cc1cc(C)n(-c2ccc(CCC(=O)N3CCN(c4ncccn4)CC3)cc2)n1	-40
CC(=O)Nc1cccc(NC(=O)CSc2nc(CC(=O)NCCC(C)C)cs2)c1	15
O=C1CCCN1Cc1cn(C2CN(S(=O)(=O)c3ccc4c(c3)CCO4)C2)nn1	-6
CCOc1ccc(NC(=O)CCSc2nnc3scc(-c4ccccc4)n23)cc1	-13
O=C(NCC1(c2cccs2)CCCC1)c1ccc(Br)o1	-11

Filtered by structure: those above with a cyano group (two)
SMILES	SSB-PriA inh
N#CC(=NNc1ccc(S(=O)(=O)N2CCc3ccccc32)cc1)C(N)=S	33
CN(C)/C=C(\C#N)C(=O)NN=Cc1ccc(Cl)cc1	-12

(listing goes on)
SMILES	SSB-PriA inh
Cc1ccccc1Cn1cnc2c(cnn2CCNC(=O)c2ccco2)c1=O	1
O=C(/C=C/c1ccco1)NCC(=O)NN=Cc1ccc([N+](=O)[O-])cc1	4
CCS(=O)(=O)N1CCCc2cc(NS(=O)(=O)c3ccc(OC)c(F)c3)ccc21	-9
C/C(C=Nn1c(-c2cccnc2)n[nH]c1=S)=C\c1ccco1	-9
COC(=O)c1cccc(-n2c(N)c(C(=O)N3CCCCCC3)sc2=S)c1	27
NC(=NOC(=O)c1cc(-c2ccccc2)nc2ccccc12)c1ccccn1	8
O=C(Cc1ccc(F)cc1)NCCn1ccn2nccc12	-7
O=C(NCCc1ccoc1)C(=O)Nc1cc2c3c(c1)CCC(=O)N3CCC2	0
O=C(NCc1cnn2ccccc12)c1ccc2nc[nH]c2c1	-2
O=C(c1ccccc1C(F)(F)F)N1CCC(Oc2ccc(Cl)cn2)CC1	-1
CCOc1ccc(N2CCn3c2nn(CC(C)=O)c(=O)c3=O)cc1	-2
CC1(C)COc2cc(NC(=O)c3cccc(Cl)c3)ccc2NC1=O	23
COc1ccc(CCNC(=O)CSc2nc3cc(OC)c(OC)cc3c3nc(C)nn23)cc1OC	-14
COc1ccc([C@@H](c2c(O)cc(C)n(Cc3ccco3)c2=O)N2CCN(C)CC2)cc1OC	-7
Cc1cc(N2CCC(NC(=O)Cn3ccc4ccccc43)CC2)n[nH]1	11
CC(C)(C)n1ncc2c(=O)n(CCC(=O)Nc3ccccn3)cnc21	-13
CSc1ccc(C2NC(=S)NC(C)=C2c2nc(-c3ccc(C)cc3)no2)cc1 (stereo not drawn)	-5
CCOC(=O)CNC(=O)C1CN(S(C)(=O)=O)C1	3
CC(=NOCC(=O)Nc1ccccc1C(=O)O)c1cccs1	-23
COC(=O)c1ccccc1NC(=O)CSc1nccn1-c1cccc(C(=O)Nc2ccccc2)c1	-7
CCCc1nnsc1C(=O)NC[C@](C)(OC)c1ccccc1F	-9
O=C(NCC1COC2(CCCC2)O1)C(=O)Nc1ccc2c(c1)OCO2 (stereo not drawn)	6
COc1ccc(S(=O)(=O)CCCC(=O)Nc2ccc([N+](=O)[O-])cc2)cc1	-8
COc1cccc2sc(NC(=O)COc3ccccc3)nc12	-4
O=C(NN=Cc1ccccn1)c1cc(C2CC2)[nH]n1	-3
Cn1cccc1C(O)CCNC(=O)CCSc1ccccc1 (stereo not drawn)	2
O=C(NCC(=O)N1CCO[C@H](c2ccccc2)C1)C(=O)NCc1cccs1	0
CC(=O)Nc1sc(NN=Cc2ccccc2Cl)nc1-c1cccs1	-8
COc1cccc2sc(Nc3nc4ccc(C(C)C)cc4s3)nc12	-6&0
COc1cc(C(=O)NN=C(Cc2ncc[nH]2)c2ccccc2)cc(OC)c1OC	11
O=c1ccc(-c2ccco2)nn1C1CCCC1	-2
O=C(Cn1cnc2c(sc3cccc(F)c32)c1=O)Nc1ccc(F)cc1F	1
CN1CCN(C(=NS(=O)(=O)c2ccc(F)cc2)c2ccccc2)CC1	3
COC1(CNC(=O)c2ccc(OC(F)(F)F)cc2)Cc2ccccc2C1	-2
CC(=O)c1cccc(NC(=O)CCS(=O)(=O)c2ccc(Cl)cc2)c1	5
CC(=O)NCCn1ncc2c(NCc3ccc(F)cc3)ncnc21	-13

Sorted by molecular weight (high to low): part of the list above.
SMILES	SSB-PriA inh
COc1cc(C(=O)NN=C(Cc2ncc[nH]2)c2ccccc2)cc(OC)c1OC	11
CC(=O)Nc1sc(NN=Cc2ccccc2Cl)nc1-c1cccs1	-8
CC(=O)c1cccc(NC(=O)CCS(=O)(=O)c2ccc(Cl)cc2)c1	5
COc1cccc2sc(Nc3nc4ccc(C(C)C)cc4s3)nc12	-6&0
CC(=O)NCCn1ncc2c(NCc3ccc(F)cc3)ncnc21	-13
O=C(NN=Cc1ccccn1)c1cc(C2CC2)[nH]n1	-3

Fetched by structure from the entries so far (two):
SMILES	SSB-PriA inh
CCCc1nnsc1C(=O)NC[C@](C)(OC)c1ccccc1F	-9
COc1ccc([C@@H](c2c(O)cc(C)n(Cc3ccco3)c2=O)N2CCN(C)CC2)cc1OC	-7

Further structures:
SMILES	SSB-PriA inh
C#CCn1c(=NC(=O)c2cc(OCC)c(OCC)c(OCC)c2)sc2cc(S(N)(=O)=O)ccc21	2
CC(=NNc1nncc2ccccc12)c1cccc(OC(F)F)c1	2
O=C(N1CCN(c2ccc(-c3ccccc3)nn2)CC1)C(F)(F)F	-1
CCOc1ccc(-c2nnc3ccc(SCC(=O)Nc4nc(C)cs4)nn23)cc1	-20
Cc1nn2c(N3CCN(CCO)CC3)cc(-c3ccccc3)nc2c1-c1ccc(Cl)cc1	-73
O=C1NC(=NN=Cc2cccs2)SC1Cc1ccc(Cl)cc1 (stereo not drawn)	-2
CCc1nnc(-c2ccc(NC(=O)c3c(F)cccc3F)cc2)o1	-3
CC(=O)Oc1cccc(NC(=O)CC2Nc3ccccc3NC2=O)c1 (stereo not drawn)	-3
COc1cccc2sc(N(CCCN(C)C)C(=O)c3ccc(F)cc3)nc12	-18
Cc1cc(C)cc(OCCNC(=O)C(C)Oc2cccc(F)c2)c1 (stereo not drawn)	-55
N=C1SCCN1CC(=O)c1ccccc1	17
COc1ccc(Cc2nnc(SCc3ccccc3Cl)n(N)c2=O)cc1	3
COc1ccc(C=NNC(=O)CN2CCS(=O)(=O)CC2)cc1	-3
O=C(c1cccs1)N1CCCCC(c2ccc(F)cc2)C1 (stereo not drawn)	-6
COc1ccc(CC(=O)NCC(OC)c2cccc(F)c2)cc1OC (stereo not drawn)	-24
CCOc1c(C)cc(S(=O)(=O)NC2CC(C)(C)NC(C)(C)C2)c(C)c1C	-15
COC(=O)c1cc(C2CC2)nc2c1c(C)nn2[C@H]1CCS(=O)(=O)C1	-7
CCCC(=O)Nc1ccc(Cc2ccc(NC(=O)CCC)cc2)cc1	-50
O=C(c1ccccc1F)N1CCN(Cc2nc3ccccc3[nH]2)CC1	8
CCn1c(=NC(=O)CSCC(=O)N2CCN(c3ccccc3)CC2)sc2cc(F)ccc21	-16
CCOc1ccc(NC(=O)Cn2cccc(-c3nc(-c4ccc(C)cc4)no3)c2=O)cc1	0
CCOC(=O)c1nn(-c2ccc(C(F)(F)F)cc2)c(=O)c2c(NC(=O)c3cccs3)scc12	-12
Cc1cc(C)cc(-n2c(SCC(=O)N3CCC(Cc4ccccc4)CC3)nc3c([nH]c4ccccc43)c2=O)c1	-16
COc1ccc(Nc2oc(-c3ccc(S(=O)(=O)N(C)C)cc3)nc2C#N)cc1	7
COC(=O)c1ccc(CSc2ccc(-n3cccn3)nn2)o1	-11
CO[C@@H](CNC(=O)C(=O)Nc1cc(Cl)ccc1C#N)c1ccc(Cl)s1	-2
Cc1ccc(NC(=O)C2Cc3ccccc3OC2=NO)cc1C (stereo not drawn)	-11
CC(C)CS(=O)(=O)C1CN(C(=O)COc2ccc(-c3ccccc3)cc2)C1	-11
Cc1cc(C)c2c(=O)[nH]c(SCC(=O)c3cccs3)nc2n1	-6
COc1ccc(C)cc1NC(=O)c1nnn(Cc2ccc(Br)cc2F)c1N	-10
O=C(CSc1cccc2cccnc12)Nc1ccc2ccccc2c1	33
CS(=O)(=O)c1ccc(Nc2nc(C(=O)Nc3ccccc3C(N)=O)cs2)cc1	-11
O=C(COc1ccc2ccccc2c1)NCCOc1ccc2c(c1)OCO2	37*
O=C(NCCN1CCC(c2cccs2)CC1)c1ccccc1C(F)(F)F	0
Cc1ccccc1C(=O)NNC(=O)c1ccc(=O)n(Cc2ccccc2)c1	-1
NC(N)=NN=Cc1ccc(OCc2ccccc2)c(OCc2ccccc2)c1	25
O=C(Nc1ccc2c(c1)Cc1ccccc1-2)c1cc2n(n1)CCCO2	-14
COc1ccc2sc(N(Cc3ccccn3)C(=O)c3cccc(C(F)(F)F)c3)nc2c1	7
NC(=O)CSc1nnc(-c2cccnc2)o1	-11
O=C1NCCOc2ccc(NS(=O)(=O)c3ccccc3Cl)cc21	-13
Cc1cc(C(F)(F)F)nc(CCNC(=O)c2ccno2)n1	6
Cc1c(NC=CC(=O)C(F)(F)F)c(=O)n(-c2ccccc2)n1C	-8
CC(=NOC(=O)c1ccc(F)cc1)c1ccc(C)cc1	-17
CN(CN=C(N)N[N+](=O)[O-])S(=O)(=O)c1ccccc1	-1
CCS(=O)(=O)c1ccc(CC(=O)Nc2nc(-c3ccccc3)c(C(C)=O)s2)cc1	16
Cn1c(=O)c(C(=O)Nc2ccccc2C(N)=O)cc2cccnc21	-10
O=C(/C=C/c1cccs1)Nc1nc2c(F)cc(F)cc2s1	-15
C[C@@H](CCc1ccccc1)NC(=O)c1cc(OCc2ccccc2)no1	-23
COC(CNC(=O)CCc1ccc(C(F)(F)F)cc1)c1ccccc1Cl (stereo not drawn)	8
O=c1cc(-c2ccccc2)[nH]c(=S)[nH]1	7
COc1ccc(Cl)cc1NC(=O)c1cnc2sc(C)cn2c1=O	-5
O=C(NCc1cccc2ccccc12)N1CCC(Oc2ccc(Cl)cn2)CC1	-16
Cc1ccc(O[C@H]2CCCN(C(=O)C3CCN(S(C)(=O)=O)CC3)C2)nn1	-18
O=C1CC(NS(=O)(=O)c2ccc3ccccc3c2)CN1C1CC1 (stereo not drawn)	-11
O=C(c1ccccc1F)N1CCN(Cc2nc(-c3ccc(F)cc3)cs2)CC1	-4
COc1ccc(S(=O)(=O)Nc2ccc(Nc3ccc(C)nn3)cc2)c(OC)c1OC	-35
O=C(N1Cc2cnc(N3CCOCC3)nc2C1)C1(c2ccc(Cl)cc2)CCCC1	-25
CCCCCOc1ccc(C(=O)Nc2nc3ccc(S(N)(=O)=O)cc3s2)cc1	-4&3
O=C(Cc1noc2ccccc12)Nc1cc(N2CCCC2)ncn1	4
O=C(NCCOc1cccc(C(F)(F)F)c1)c1ccc(NC2=NC3CS(=O)(=O)CC3S2)cc1 (stereo not drawn)	-17

Other entries:
SMILES	SSB-PriA inh
O=C(CC1NCCNC1=O)OCCc1ccccc1 (stereo not drawn)	-5
CCOC(=O)N1CCN(C(=O)Cn2c(S(C)(=O)=O)nc3ccccc32)CC1	0
Cn1nccc1C(=O)Nc1nc2c(s1)CSc1ccccc1-2	1
Cc1nc(-n2cccc2)sc1C(=O)N1CCC(Oc2ncccc2Br)CC1	-3
Cn1c(NCCc2ccccc2)nc2c1c(=O)n(CCC(N)=O)c(=O)n2C	-16
CCOc1ccc(-c2c(C(=O)NN=Cc3ccc(OC)cc3)nnn2-c2nonc2N)cc1	4
Cc1cc(C)nc(NC(=NS(=O)(=O)Cc2ccccc2)Nc2ccccc2)n1	-4
O=C(Cn1c(-c2ccccn2)nc2ccccc21)NCc1ccc2c(c1)OCO2	-11
COc1ccc(-c2nnc(NC(=O)/C=C/c3cccs3)o2)cc1	-8
CSc1ccccc1C(=O)NCC(C)(O)c1ccc(-c2ccccc2)cc1 (stereo not drawn)	-5
CCn1cccc(-c2nnc(SCC(=O)Nc3ccc(Cl)c(Cl)c3)n2C)c1=O	-11
O=C(CN1CCC(c2nc3ccccc3[nH]2)CC1)Nc1cccc([N+](=O)[O-])c1	-4
Cc1ccc([N+](=O)[O-])cc1S(=O)(=O)NC1CC(C)(C)NC(C)(C)C1	-4
